Compound activity (PubChem)
LRH-1 inv ag = suppresses constitutive activity of human LRH-1; O00482; HEK293T StAR-luciferase reporter, LRH-1 transfected, 24 h; inhibition, % at 3.6 µM; 0.13% of 360,000 active;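 active = inhibition above the mean inhibition of all tested compounds plus 3 SD, cut at about 73% in these data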;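 also: 0% = DMSO wells and 100% = reporter-only cells lacking LRH-1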
Target sequence (O00482 whole entry, looked up): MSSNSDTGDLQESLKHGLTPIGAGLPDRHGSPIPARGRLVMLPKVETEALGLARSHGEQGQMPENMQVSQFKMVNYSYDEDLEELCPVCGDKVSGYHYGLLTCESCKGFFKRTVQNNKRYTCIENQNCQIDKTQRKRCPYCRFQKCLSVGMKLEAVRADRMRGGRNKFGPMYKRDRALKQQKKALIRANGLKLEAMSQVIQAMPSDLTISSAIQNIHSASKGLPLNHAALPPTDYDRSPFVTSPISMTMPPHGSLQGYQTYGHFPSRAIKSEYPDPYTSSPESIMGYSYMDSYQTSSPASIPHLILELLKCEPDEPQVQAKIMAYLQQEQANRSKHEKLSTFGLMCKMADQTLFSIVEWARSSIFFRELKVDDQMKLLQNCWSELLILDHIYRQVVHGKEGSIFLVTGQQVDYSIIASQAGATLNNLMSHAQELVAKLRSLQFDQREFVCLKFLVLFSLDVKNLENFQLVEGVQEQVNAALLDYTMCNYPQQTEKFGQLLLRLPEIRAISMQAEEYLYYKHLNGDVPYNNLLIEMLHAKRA
C8 TRAIL sens = sensitizes caspase-8 expressing cells to TRAIL | NB7+C8 cells + TRAIL, ATPlite viability luminescence | inhibition (viability loss, TRAIL sensitization), % at 10 µM | 1% of 360,000 active | AID 624354;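 active = compounds causing at least 50% loss of cell viability in the single-dose screen, relative to plate controls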
CF NFkB block = cystic fibrosis NF-kB activation inhibition; KKLEB NF-kB-GFP reporter, PAF-induced, GFP fluorescence overnight; 0.86% of 360,000 active; inhibition, % at 5 µM;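 active = at least 50% inhibition at 5 µM, scaled per plate between neutral and stimulator controls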;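 also: PAF is a Pseudomonas aeruginosa culture filtrate used as stimulus; plate controls were PAF-stimulated DMSO wells for no effect and unstimulated DMSO wells for full effect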
TROY signal inh = blocks TROY-dependent signaling in reporter cells | Q293 LMP1-TROYcd NF-kB luciferase reporter, 4 h | inhibition, % at 10 µM | 0.98% of 360,000 active | AID 1347056;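 active = compounds whose plate-normalised and pattern-corrected inhibition of the luciferase reporter signal at the single screening dose is 50% or more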
COUP-TFII inh = inhibitors of human COUP-TFII (NR2F2). inhibition, % at 8.6 µM. 0.7% of 370,000 active. HEK293T NGFI-A luciferase reporter, luminescence;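 active = inhibition above a per-plate cutoff, mean inhibition of test wells between control levels plus 3 SD, cut at about 38% in these data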;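 also: cells cotransfected with COUP-TFII expression vector driving the NGFI-A reporter; 0% = median of COUP-TF2 test wells and 100% = reporter-only cells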
Target sequence (P24468 whole entry, looked up): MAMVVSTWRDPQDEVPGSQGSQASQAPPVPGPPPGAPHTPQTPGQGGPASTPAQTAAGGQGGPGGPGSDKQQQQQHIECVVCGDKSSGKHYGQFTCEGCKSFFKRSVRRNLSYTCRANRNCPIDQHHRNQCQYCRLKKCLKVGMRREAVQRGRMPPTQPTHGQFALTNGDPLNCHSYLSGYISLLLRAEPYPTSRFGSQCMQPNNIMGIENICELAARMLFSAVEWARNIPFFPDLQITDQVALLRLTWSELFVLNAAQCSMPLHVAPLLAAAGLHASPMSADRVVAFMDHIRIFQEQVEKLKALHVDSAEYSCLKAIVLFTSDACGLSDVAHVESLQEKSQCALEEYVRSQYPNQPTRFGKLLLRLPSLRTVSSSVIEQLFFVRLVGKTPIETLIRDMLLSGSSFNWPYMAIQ
LMP1 NFkB inh = inhibitors of Epstein-Barr LMP1-induced NF-kappaB reporter; LMP1-induced NF-kappaB luciferase reporter cells, luminescence; inhibition, % at 12.5 µM; 0.69% of 350,000 active; AID 504558; in the data active = inhibition above about 41%;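 also: 0% = neutral control wells and 100% = reference inhibitor control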
NCOA3 inh = inhibitors of human steroid receptor coactivator 3 (SRC3) | Q9Y6Q9 | HEK293 GAL4-SRC3 luciferase reporter, luminescence | inhibition, % at 3.6 µM | 0.17% of 360,000 active | AID 588352;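 active = inhibition above a per-campaign cutoff, the mean of all compounds plus 3 SD, cut at about 60% in these data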;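 also: 0% = DMSO-treated cells and 100% = gossypol-treated cells at 36 µM; higher means less SRC3-driven luciferase light from the GAL4 reporter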
SRC2 inh = human SRC2 (NCOA2) inhibition. Q15596. HEK293 GAL4-SRC2 luciferase reporter, luminescence. inhibition, % at 9 µM. 0.17% of 370,000 active. AID 651957;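 active = inhibition above the mean inhibition of all tested compounds plus 3 SD, set per campaign, cut at about 52% in these data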;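 also: 0% = DMSO treated cells and 100% = cells given Gossypol at 36 µM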
NCOA1 inh = inhibits human SRC1 coactivator | Q15788 | HEK293 GAL4-SRC1 luciferase reporter, luminescence | inhibition, % at 3.6 µM | 0.12% of 360,000 active;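 active = inhibition above the campaign mean plus 3 SD, with each screening campaign given its own cutoff, cut at about 60% in these data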;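 also: 0% = DMSO treated cells and 100% = gossypol at 36 µM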
KKLEB tox = reduces viability of KKLEB cystic fibrosis airway cells; KKLEB CF airway cells viability, ATPlite luminescence, overnight; stronger effect = lower value; cells stimulated with P. aeruginosa culture filtrate; activity change (cytotoxicity), % at 5 µM; AID 602141; 0.36% of 360,000 active;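 active = corrected activity change at or below -50% at 5 µM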
TWEAK-Fn14 inh = inhibitors of TWEAK-Fn14 interaction signaling; 2% of 360,000 active; AID 1159606; inhibition, % at 10 µM; TWEAK-stimulated Fn14 reporter cells, luciferase luminescence, 8 h; in the data active = inhibition above about 50%
Starred values were filed as active, the others as inactive; . = no result given; & = joins results of further samples. Random draw from the library (roughly 4.2% active in at least one column).

SMILES	LRH-1 inv ag	C8 TRAIL sens	CF NFkB block	TROY signal inh	COUP-TFII inh	LMP1 NFkB inh	NCOA3 inh	SRC2 inh	NCOA1 inh	KKLEB tox	TWEAK-Fn14 inh
COc1ccccc1-c1ccc2c(c1)O[C@@H](CN(C)C(=O)c1ccncc1)[C@H](C)CN([C@@H](C)CO)S2(=O)=O	-1	-18	-1	-3	1	-15	-4	-5	-3	-8	2
O=C(Nc1nc2ccccc2[nH]1)Nc1ccccc1F	-127	18	-9	41	-87	-37	-130	-46	-110	14	-9
Cc1cc(C)cc(-c2nnc(SCc3ccc(C(=O)O)cc3)o2)c1	-10	-7	11	-7	11	-2	-12	-6	3	-1	-23
CCOC(=O)C1CCCN(C(=O)c2ccc3c(=O)n(Cc4ccccc4OC)c(=S)[nH]c3c2)C1 (stereo not drawn)	-6	29	15	28	-11	4	6	19	7	-24	47
NS(=O)(=O)c1ccc(CCNC(=O)CN2CCN(Cc3cccc(C(F)(F)F)c3)CC2)cc1	14	10	2	22	14	15	12	17	-32	-9	-6
CC(CN1CCCCC1)OC(=O)COc1ccc(Cl)cc1 (stereo not drawn)	-5	-8	7	-7	-12	4	9	-15	-19	10	-7
COc1ccc(/C=N/NC(=O)c2ccc3c(c2)OCO3)c(C(=O)O)c1OC	-10	-2	15	-3	-17	5	-1	-50	-45	-2	8
Cc1cc(NC(=O)CCN2C(=O)C3C4CCC(C4)C3C2=O)cc(C)c1Br (stereo not drawn)	13	3	10	7	11	-9	-9	18	16	-3	8
COc1n[nH]c2nncnc12	23	-12	11	-2	5	10	-3	-13	7	-4	7
Cc1ccc(C(=O)NCCc2ccccc2)cc1S(=O)(=O)N1CCOCC1	-27	-13	-4	-45	-6	-9	-45	-60	-49	19	-20
COc1ccc(OC)c(-n2c(N)c(C(=O)NCC3CCCO3)c3nc4ccccc4nc32)c1 (stereo not drawn)	-3	14	7	-3	3	-5	-3	-10	-11	-9	8
COc1ccccc1CNC(=O)CCNS(=O)(=O)c1ccc2c(c1)CC(C)N2C(C)=O (stereo not drawn)	-13	-10	-4	-12	-12	-8	-10	-3	-6	-4	-15
CC(C)CN(C(=O)CN(C)C(=O)Cc1ccccc1Cl)c1c(N)n(CC(C)C)c(=O)[nH]c1=O	2	-8	16	18	6	7	22	-5	-10	-7	10
COC(=O)C1=C(C)NC(=O)CC1c1cc(Br)ccc1F (stereo not drawn)	-7	-2	6	5	4	-3	-12	-28	-18	5	2
COc1ccc2nc(C)cc(C(=O)O)c2c1	14	-11	-2	19	12	1	-4	-14	9	-7	21
CCOc1ccc(NC(=O)NC2(C(=O)NCc3ccco3)CCCCC2)cc1	-10	-13	-4	-32	5	-19	2	-5	-3	21	18
COc1ccc(-c2c(C#N)c(N)nc3c2c(=O)n(C)c(=O)n3C)cc1Cl	13	-3	10	-1	10	3	-2	-5	4	0	-6
O=C(Nc1ccc(-c2csc(Nc3cccc(C(F)(F)F)c3)n2)cc1)c1cc([N+](=O)[O-])cc(C(F)(F)F)c1	12	31	13	6	-10	-35	15	-3	-16	8	-12
CC1CCCCC1NC(=O)CSc1nnc(COc2ccc(Cl)cc2)o1 (stereo not drawn)	-15	-7	18	5	18	-5	23	13	-9	1	-11
Cc1cc(C)nc(Nc2ccc(Br)cc2C(=O)O)n1	4	-1	-20	10	-8	-4	-3	-23	0	2	-3
CNC(=O)C(=O)N/N=C/c1ccccn1	8	-3	1	-5	-2	3	-6	3	5	8	8
COc1ccc2[nH]cc(/C=C/c3cc[n+](C)cc3)c2c1	16	-8	-11	-15	0	-4	9	-9	7	2	18
CCN(CC)S(=O)(=O)c1ccc2[nH]c(=O)cc(C(=O)NCc3ccccc3)c2c1	6	-1	-1	4	-9	-2	11	-18	-7	-4	23
C=CCNC(=O)CSc1nnc(C(CC)N(C)C)n1C1CCCCC1 (stereo not drawn)	-8	-1	3	8	11	-6	10	20	-6	4	2
COc1ccc(/C=C\C(=O)NCC(=O)N/N=C/c2ccc(O)cc2O)cc1	8	12	4	6	6	14	15	6	14	4	0

Some of these compounds in order of the COUP-TFII inh value, largest number first:
SMILES	COUP-TFII inh
COc1ccc2nc(C)cc(C(=O)O)c2c1	12
C=CCNC(=O)CSc1nnc(C(CC)N(C)C)n1C1CCCCC1 (stereo not drawn)	11
CCOc1ccc(NC(=O)NC2(C(=O)NCc3ccco3)CCCCC2)cc1	5

(next part)
SMILES	LRH-1 inv ag	C8 TRAIL sens	CF NFkB block	TROY signal inh	COUP-TFII inh	LMP1 NFkB inh	NCOA3 inh	SRC2 inh	NCOA1 inh	KKLEB tox	TWEAK-Fn14 inh
Cc1cc(C)c(S(=O)(=O)NCc2cn3ccccc3n2)c(C)c1	21	-4	-2	-21	-9	1	15	0	15	-4	6
Cc1ccc(S(=O)(=O)Nc2ccc(NC(=O)CN3CCCCC3)c(Cl)c2)cc1	-5	-4	4	16	19	6	11	3	3	1	7
CCn1c(SCC(=O)N2CCOCC2)nc2sc3c(c2c1=O)CCCC3	4	10	-2	10	6	11	6	-5	-29	3	-10
NS(=O)(=O)c1ccc(CNC(=O)c2cc(-c3cccnc3)nc3ccc(Cl)cc23)cc1	-11	1	-10	10	-35	-12	-2	-6	2	-3	-14
CC(C)Oc1cc(F)ccc1-c1cc(C(=O)Nc2cccc(C(F)(F)F)c2)[nH]n1	-1	4	15	55*	1	.	14	20	4	-6	70*
NC(=O)c1nsc(C(=O)N(CCCN2CCOCC2)C(C(=O)NC2CCCCC2)c2ccc(Cl)cc2)c1N (stereo not drawn)	13	15	-5	-16	-1	3	-14	10	-4	-3	-12
O=C(N/N=C/c1cn(-c2ccccc2)nc1-c1cccnc1)c1cccnc1	-9	-10	-7	8	9	-4	-1	-40	0	3	-4
CC(=O)c1cc(NC(=O)c2ccc(Cl)cc2)c(=O)oc1/C=C/N(C)C	-22	5	-14	18	7	8	4	-28	-14	0	1
COc1ccc(C(CNC(=O)COc2ccccc2C)N2CCCCC2)cc1 (stereo not drawn)	17	8	-10	6	1	-6	17	10	23	8	-5
CCc1nnc(NC(=O)CCN2C(=O)CCC2=O)s1	9	-11	2	-1	17	-2	7	3	10	3	14
CN(C)C1=NCCN1CCc1ccc(F)cc1	4	5	10	-3	13	-5	-3	19	-16	6	-4
COc1ccc(-c2nc(CC(=O)Nc3cccc(S(=O)(=O)NC4=NCCC4)c3)cs2)cc1	-1	4	-24	-18	-10	9	19	-22	-1	2	-24
Cc1nc(SCc2ccc(OCCC(C)C)cc2)n[nH]1	-61	8	-4	-44	-29	-30	-71	-22	-51	-3	-12
CCOc1cc2[nH]c(=S)n(Cc3ccc(C)o3)c(=O)c2cc1OCC	-7	-5	7	10	9	-2	-11	0	-12	-27	27
Cc1ccc(/C=N/NC(=O)Cc2ccc(Cl)cc2)s1	15	-7	-25	-5	-11	-3	-9	-28	-16	0	-13
CC(C)CNC(=O)CC(=O)N/N=C/c1ccc(Br)cc1	-10	3	-9	-36	11	0	-1	-38	-18	8	-8
c1ccc(C2[C@H]3CN(Cc4cccnc4)[C@H](c4ccccc4)C34CC2(c2cccnc2)C4)cc1 (stereo partly drawn)	-4	6	22	0	18	1	5	5	1	1	-8
CC1CC(N(C(=O)C2CC2)c2ccccc2)c2ccccc2N1C(=O)C1CC1 (stereo not drawn)	4	5	-8	9	2	7	13	6	12	5	8
Cc1ccc(C(=O)Nc2nccc(C)n2)cc1	-20	9	4	-17	-18	-24	-4	-1	-76	7	12
CCn1c(=O)c(C(=O)Nc2ccc(C)cc2C)c(O)c2ccccc21	6	12	-12	-17	.	4	-6	.	-5	1	-20
CCOC(=O)N1CCN(C(=S)NC(=O)c2ccc(F)c(F)c2)CC1	4	1	4	13	-8	0	8	27	-37	6	-9
COc1ccc(-c2cc(NC=O)c3ncc(-c4cccc(C(F)(F)F)c4)n3c2)c(OC)c1	0	6	-14	4	12	.	6	-2	1	1	23
COc1ccc(-c2cn(-c3ccccc3)c3[n+]2CCS3)cc1	44&28	22&29	18&12	12&15	50*	-1&-8	34&17	14&15	22&10	2&2	39&20
COc1cc(OC)cc(-n2nnnc2SCC(=O)NCc2ccc3c(c2)OCO3)c1	-18	-9	3	-1	6	-3	-21	-3	-4	13	-1
Cc1ccccc1NC(=S)NCCO	9	0	-6	1	-16	0	12	10	0	10	-21

Continued:
SMILES	LRH-1 inv ag	C8 TRAIL sens	CF NFkB block	TROY signal inh	COUP-TFII inh	LMP1 NFkB inh	NCOA3 inh	SRC2 inh	NCOA1 inh	KKLEB tox	TWEAK-Fn14 inh
Cc1ccc(S(=O)(=O)N2CCCCC2)cc1NC(=O)CSc1nnc(N)s1	-2	1	0	22	14	-2	5	12	6	23	12
O=C1/C(=C/c2ccccc2)SC(=S)N1C1CCS(=O)(=O)C1 (stereo not drawn)	-8	11	9	-20	-8	9	20	8	-27	8	35
FC(F)(F)c1nnc2sc(-c3cccs3)nn12	10	-7	15	-11	-1	17	-5	-13	-9	-5	14
COc1ccc(C)cc1Nc1ncnc2c1nnn2Cc1ccccc1Cl	-13	14	26	18	-15	3	0	20	-12	-13	35
CN(C(=O)c1cccc(NC(=O)Cc2cccc(NC(=O)C3CCCN(C(=O)C4CCCC4)C3)c2)c1)C1CC1 (stereo not drawn)	-16	-11	-6	4	-7	5	-14	5	0	4	-1
FC(F)(F)c1ccc(Cl)c(-n2c(-c3cc(-c4ccco4)[nH]n3)n[nH]c2=S)c1	15	2	12	-15	25	6	15	6	-3	2	-3
COc1ccc(Nc2ncnc3c2oc2ccccc23)cc1	-174	4	-13	-36	-41	-39	-70	-65	-97	-3	-12
O=C(NNC(=O)c1sccc1-n1cccc1)Nc1ccc(F)cc1	-2	5	2	-5	-12	-1	10	-19	4	3	5
COc1cc(OC)cc(C2=Cc3ccccc3C(CC(C)=O)N2c2ccc(C#CC3(O)CCCCC3)cc2)c1 (stereo not drawn)	19	1	.	36	14	.	.	-9	.	.	52*
CC(/C=N/Nc1nc(C)cc(=O)[nH]1)=C\c1ccccc1	-37	1	0	12	16	2	-5	-28	-8	2	3
NC(=S)N/N=C/c1ccccc1OCCSc1ccc(Cl)cc1	17	10	2	20	28	-21	28	10	20	-39	61*
CCOC(=O)C1CCN(C(=O)CSc2n[nH]c(=O)[nH]c2=O)CC1	2	-11	2	.	-5	3	-7	-10	-1	-2	30
O=C(CSc1nnnn1-c1ccccc1F)NNC(=O)c1ccco1	8	-4	5	-1	-4	3	4	-10	-6	4	14
O=C(O)c1cccc2c1-c1ccc(Cl)cc1C2	2	0	-13	4	-14	-8	-11	6	2	2	21
C[C@H](NC(N)=O)C(=O)Nc1ccc2c(c1)OCO2	-20	-8	-4	-35	-9	-6	-17	5	-15	7	-19
Cc1cccc2cc(CN(Cc3ccco3)C(=O)NC3CCCCC3)c(=O)[nH]c12	16	2	6	-5	-1	12	8	11	18	-15	11
COc1ccc(C)cc1NC(=O)CN(C)S(=O)(=O)c1ccc2c(c1)n(C)c(=O)c(=O)n2C	10	-7	32	-17	2	-7	-11	16	-26	1	-17
COc1ccc(OC)c(C2C(C(=O)c3ccco3)=C(O)C(=O)N2CC2CCCO2)c1 (stereo not drawn)	2	-10	-3	-10	13	-2	1	-1	-5	-3	6
